From PubChem
TDP1 inh: blocks human tyrosyl-DNA phosphodiesterase 1; actives 0.28% (n = 350,000); recombinant TDP1, AlphaScreen DNA substrate cleavage; Potency, µM (doses to about 130 µM), for inactives: at the highest dose activity change, negative = inhibition, usual class: inhibitors; AID 485290; note: nearly all actives have a fitted effect of over 40% in size
Target sequence (Q9NUW8 whole entry, looked up): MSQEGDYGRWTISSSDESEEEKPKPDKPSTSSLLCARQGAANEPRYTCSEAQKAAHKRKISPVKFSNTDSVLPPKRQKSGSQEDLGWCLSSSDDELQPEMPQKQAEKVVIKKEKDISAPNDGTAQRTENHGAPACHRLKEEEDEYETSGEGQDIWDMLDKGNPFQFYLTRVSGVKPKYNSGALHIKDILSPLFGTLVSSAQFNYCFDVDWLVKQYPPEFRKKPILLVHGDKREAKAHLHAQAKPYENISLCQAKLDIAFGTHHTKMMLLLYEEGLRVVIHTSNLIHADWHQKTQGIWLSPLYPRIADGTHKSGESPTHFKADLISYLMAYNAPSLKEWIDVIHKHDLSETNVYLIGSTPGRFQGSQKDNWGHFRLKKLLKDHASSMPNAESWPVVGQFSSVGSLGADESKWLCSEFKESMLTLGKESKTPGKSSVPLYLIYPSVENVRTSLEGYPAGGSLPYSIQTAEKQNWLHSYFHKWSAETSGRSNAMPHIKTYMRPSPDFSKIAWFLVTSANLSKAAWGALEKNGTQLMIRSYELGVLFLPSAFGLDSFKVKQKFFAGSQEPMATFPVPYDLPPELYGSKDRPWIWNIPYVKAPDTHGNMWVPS
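E. coli-derived human Tdp1, 1 nM final. Cpd preinc 15 min RT; substrate 15 nM final, 5 min RT; AS bead mix 10 ug/ml final, 10 min RT. Signal loss = tyrosine-FITC cleavage. No-enzyme wells = max signal.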
GCN5L2 inh: blocks human GCN5L2 histone acetyltransferase; Q92830; GCN5L2 HAT assay, ThioGlo1 CoA-SH fluorescence; Potency, µM (highest dose often 58.9 µM), for the others: top-dose activity change, negative = inhibition, most hits filed as inhibitors; actives 0.21% (n = 390,000); AID 504327
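GCN5L2 (20nM final) in 50mM HEPES, 0.1mM EDTA pH 7.5, 0.01% Tween-20 was preincubated 15 min at room temperature with compound, then given ThioGlo1 (50uM), H3(1-25) peptide (75uM) and acetyl-CoA (70uM); CoA-thiol fluorescence (Ex340/Em540) was read at 0 and 20 min.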
TDP1 cell noCPT: qHTS for Inhibitors of human tyrosyl-DNA phosphodiesterase 1 (TDP1): qHTS in cells in absence of CPT. DT40 Tdp1-/- hTDP1 cells, no CPT, ATP luminescence, 48 h. Potency, µM (top dose mostly 46.2 µM), for the others: at the top dose activity change, negative = growth inhibition, actives largely listed as inhibitors. actives 15% (n = 420,000); note: nearly all actives have a fitted effect of over 55% in size
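Growth of hTDP1-complemented DT40 Tdp1-knockout cells is measured by ATP luminescence after at least 48 hr compound exposure at 37 °C, with DMSO substituting for the 20 nM CPT used in the parallel screen.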
* marks the source's active call; other numbers are inactive results; ? = inconclusive; / = not tested or not shown; & = joins results of further samples; [ ] = another dose, or the depositor's remark. Calls come from the whole dose curve; as a rule, active = well fitted curve in the direction sought with a large enough effect; inconclusive = small, poorly fitted or top-dose-only effect, or another doubt; inactive = no such curve, though single readings can be large; an effect the other way counts as inactive or inconclusive. % is set by controls: 0 for no effect and ±100 for the full control effect; potency is the fitted concentration of half-maximal effect. Not all compounds are listed; the hit share may differ from the screen's.

SMILES	TDP1 inh	GCN5L2 inh	TDP1 cell noCPT
CC(OC(=O)c1ccc2c(c1)OCCO2)C(=O)NC1CCCCC1C (centres undefined)	0%	2%	-29%
CC(=O)N(C)c1nnc(-c2ccccn2)s1	2%	-6%	?
c1ccc(-n2nnnc2Sc2ncnc3sc4c(c23)CCCC4)cc1	-3%	-9%	3.3µM*
Cc1ccccc1C(=O)Nc1ccc(S(=O)(=O)N2CCC(c3nc4ccccc4s3)CC2)cc1	6%	0%	21µM*
Cc1cc(N2CCN(C)CC2)nc2ccc(NC(=S)NCCC(C)C)cc12	/	17%	15µM*
CN(C)S(=O)(=O)c1cccc(NC(=S)NCCCn2ccnc2)c1	4%	4%	-20%
COc1ccc(S(=O)(=O)N(C(C)=O)c2ccc3oc(=O)sc3c2)cc1	10%	-29%	?
C[C@H](CO)N1C[C@H](C)[C@H](CN(C)Cc2ccc(-c3ccccc3)cc2)Oc2ccc(NS(=O)(=O)c3ccccc3)cc2CC1=O	4%	-14%	18µM*
Cc1ccc(S(=O)(=O)N2CCN(CCNC(=O)C(=O)Nc3ccc(F)cc3)CC2)cc1	/	1%	?
CNc1[nH]ncc1[N+](=O)[O-]	2%	-3%	-7%
COc1ccc(CN(Cc2cc3cccc(C)c3[nH]c2=O)C(=O)N(C)C)cc1	5%	-5%	-11%
CC(OC(=O)Cn1[nH]c(=O)c2ccccc2c1=O)C(=O)Nc1cccc(Cl)c1 (centres undefined)	/	-4%	-14%
COc1cc(C(=O)OCCCN=C2NS(=O)(=O)c3ccccc32)cc(OC)c1OC	3%	-1%	-8%
Cc1ccc(CNC(=O)CCc2c(C)nc3c(c(C)nn3-c3ccccc3)c2C)cc1	-5%	-2%	?
c1ccc(Nc2c(-c3ccco3)nc3ccccn23)cc1	3%	-30%	23µM*
Cc1ccc(S(=O)(=O)Oc2ccc(/C=C3/C(=N)N4C(=NC3=O)SN=C4S(C)(=O)=O)cc2)cc1	0%	?	-12%
CC(C)n1c(SCC(=O)Nc2ccccc2N2CCOCC2)nc2c1c(=O)n(C)c(=O)n2C	-1%	-3%	?
C/C(=N/N=C(\C)c1ccccc1O)c1ccccc1O	/	2%	-20%
COc1ccccc1NC(=O)CSc1nnc(Cn2cnc3ccccc32)o1	0%	10%	-16%
C[Se]CCC(N)C(=O)O (centres undefined)	-4%	7%	-2%
Cc1nnc(N2C(=O)C(O)=C(C(=O)c3ccco3)C2c2ccc(C(C)(C)C)cc2)s1 (centres undefined)	7%	-14%	-21%
Cc1ccccc1NC(=O)c1ccccc1NC(=O)c1ccccc1Cl	2%[12.3 µM]	1%	?
CCOC(=O)C(Sc1ncc(C#N)c(N)n1)C(C)C (centres undefined)	-7%	-6%[0.501 µM]	-16%
NC(=O)C1(N2CCCCC2)CCN(C(=S)Nc2ccc(Cl)cc2)CC1	-2%	-12%	-6%
FC(F)(F)c1ccccc1/C=N/N1CCN(Cc2ccccc2)CC1	-5%	-6%	?

The closing four compounds of the section above are carried over, then new ones follow:
SMILES	TDP1 inh	GCN5L2 inh	TDP1 cell noCPT
Cc1ccccc1NC(=O)c1ccccc1NC(=O)c1ccccc1Cl	2%[12.3 µM]	1%	?
CCOC(=O)C(Sc1ncc(C#N)c(N)n1)C(C)C (centres undefined)	-7%	-6%[0.501 µM]	-16%
NC(=O)C1(N2CCCCC2)CCN(C(=S)Nc2ccc(Cl)cc2)CC1	-2%	-12%	-6%
FC(F)(F)c1ccccc1/C=N/N1CCN(Cc2ccccc2)CC1	-5%	-6%	?
C/C(=N\Nc1nccnc1Cl)c1ccc(O)cc1	/	-9%	-11%
Cc1cc([N+](=O)[O-])nn1CCCC(=O)Nc1sc2c(c1C(N)=O)CCC(C)C2 (centres undefined)	1%	-5%	?
Cc1cc(-c2nc3ncccc3o2)ccc1NC(=S)NC(=O)C(C)C	0%	1%	-21%
Cc1ccc(-n2c3nc(=O)n(C)c(=O)c-3cc3ccccc32)c(C)c1	5%	?	-1%
C/C(=N\NC(=O)COc1ccc2ccccc2c1)c1cccs1	3%	-5%	?
C[C@@H]1O[C@@H](OC[C@H]2O[C@@H](Oc3c(-c4ccc(O)c(O)c4)oc4cc(O)cc(O)c4c3=O)[C@H](O)[C@@H](O)[C@@H]2O)[C@H](O)[C@H](O)[C@H]1O	0%&-14%	-15%&-6%	?
CC(=O)c1c(N(C)C)ccnc1C(F)(F)F	2%	-3%	-3%
Nc1nc(-c2ccc([N+](=O)[O-])cc2)cs1	3%	-3%	-4%
Cc1cc(C)c2c(n1)sc1c(N3CCN(CCO)CC3)ncnc12	4%	3%	?
Cc1ccc(C)c(NC(=O)Cn2cc(C(=O)C3CC3)c3ccccc32)c1	/	-8%	?
COc1ccccc1CCNC(=O)Cc1c(C)c2c(cc(C)c3c(C)c(C)oc32)oc1=O	-2%	-9%	-8%
Cc1ccc(NS(=O)(=O)c2cc(Br)cnc2N)cc1C	4%	6%	-1%
O=C(COC(=O)c1cccnc1Cl)NC1CCCCC1	-2%	1%	1%
CN(Cc1ccc(C(C)(C)C)cc1)Cc1cccc2ccccc12	4%	17%	?
COc1ccc(F)cc1S(=O)(=O)Nc1ccncc1	/	-2%	-18%
COc1ccccc1Cc1nc2ccccc2nc1SCC(=O)Nc1c(C)cccc1C	5%	-2%	2%
COc1cccc(OC)c1C(=O)Nc1ccccc1NC(=O)c1c(OC)cccc1OC	/	-7%	1%
CC1CC(C)CN(Cc2nc(N)nc(Nc3ccc4ccccc4c3)n2)C1 (centres undefined)	1%	-2%	21µM*
O=C(NC1CCCCC1)C1CCN(c2nccs2)CC1	2%	-5%	-7%
COc1ccc(N(CC(=O)NCCc2ccccc2)S(=O)(=O)c2ccc(OC)c(OC)c2)cc1	-1%[12.3 µM]	7%	-28%
C[n+]1cn(Cc2ccc(C#N)cc2)c2ccccc21	/	-3%	-14%
C1=CCC(CN2CCN(C3CCCCCC3)CC2)CC1 (centres undefined)	/	-7%	5%
CCOCCCNC(=O)C1CCN(S(=O)(=O)c2ccc3nc4c(c(C(=O)O)c3c2)CCCCC4)CC1	5%	1%	13%
COc1ccc(C(CNC(=O)CNC(=O)c2ccccc2Cl)N2CCCC2)cc1 (centres undefined)	2%	1%	-4%
C/C(=N\NS(=O)(=O)c1ccc(Cl)c([N+](=O)[O-])c1)c1cc2ccccc2o1	8%	-9%	?

Record cards, from the list above. Order of screens: TDP1 inh | GCN5L2 inh | TDP1 cell noCPT
Entry for CC1CC(C)CN(Cc2nc(N)nc(Nc3ccc4ccccc4c3)n2)C1 (centres undefined) : 1% | -2% | 21µM*
Entry for C[C@@H]1O[C@@H](OC[C@H]2O[C@@H](Oc3c(-c4ccc(O)c(O)c4)oc4cc(O)cc(O)c4c3=O)[C@H](O)[C@@H](O)[C@@H]2O)[C@H](O)[C@H](O)[C@H]1O : 0%&-14% | -15%&-6% | ?
Entry for Cc1ccc(C)c(NC(=O)Cn2cc(C(=O)C3CC3)c3ccccc32)c1 : / | -8% | ?
Entry for COc1ccc(F)cc1S(=O)(=O)Nc1ccncc1 : / | -2% | -18%
Entry for O=C(COC(=O)c1cccnc1Cl)NC1CCCCC1 : -2% | 1% | 1%

(more compounds)
SMILES	TDP1 inh	GCN5L2 inh	TDP1 cell noCPT
CCOC(=O)C(Cc1ccccc1)C(=O)Nc1ccccc1C (centres undefined)	6%	-10%	1%
Cc1ccccc1CSCC(Nc1ccc(C(=O)O)cc1[N+](=O)[O-])C(=O)O (centres undefined)	-5%	-13%	1%
C/C(=N\NC(=O)c1ccc2c(c1)OCO2)c1ccc(NC(=O)CCCC(=O)O)cc1	3%[56.1 µM]	1%	5%
C/C(=C\CCC1(C)C2CC3C(C2)C31C)C(=O)O (centres undefined)	/	11%	20%
Cc1cc(NC(=O)CSc2ccc(Cl)cc2)no1	-4%	-7%	16µM*
O=C(NCCc1cn[nH]c1)C1CCC(=O)N(CCc2cccc(F)c2)C1 (centres undefined)	1%	1%	?
CCOC(=O)N1CCN(C(=O)Nc2ccccc2Cl)CC1	0%	2%	-20%
Cc1c(O)cc2n(c1=O)-c1ccccc1C2(C)C	0%	4%	-15%
CCCCn1nc(C(=O)Nc2ccc(S(=O)(=O)Nc3ncccn3)cc2)c2ccccc2c1=O	2%	-7%	?
Cc1c(CN(C)C(=O)c2ccc(Br)o2)cnn1C	3%	0%	-3%
O=C(O)CNC(=O)c1nc(-c2ccccc2)n(-c2ccccc2)n1	-3%	-1%	0%
O=S(=O)(c1ccccc1)N1CCC[C@@]2(CCN(Cc3cc(C(F)(F)F)cc(C(F)(F)F)c3)C2)C1	/	-21%	?
Cc1ccnc(NC(=O)c2ccccc2NC(=O)c2ccc(Cl)cc2Cl)c1	2%	-9%	1.8µM*
Cc1ccc(C(c2nnnn2CCc2ccccc2)N2CCC(C)CC2)cc1 (centres undefined)	-2%	-4%	16µM*
O=C(Nc1cc(Cl)cc(Cl)c1)c1ccc(F)c(S(=O)(=O)NCc2ccccc2Cl)c1	8%	-17%	10µM*
Clc1ccc2ncnc(NCc3ccc4c(c3)OCO4)c2c1	7%&6%&4%	-8%&-7%&3%	2.5µM*
CCOCC(=O)Nc1nnc(Cc2ccc(OC)cc2)s1	0%	-2%	-9%
CCCCCCC(=O)N1C/C=C\C(c2ccc(OC)cc2)N(Cc2ccc(F)cc2)C(=O)[C@H]1Cc1ccccc1 (some centres undefined)	2%	-20%	18µM*
CCN1C(=O)N(c2cccc3ccccc23)C(C)=CC1(C)C	4%	-14%	23µM*
Cc1ccc(NC(=O)CSc2nncn2N)cc1C	/	-2%	15%
CCN(CC)c1ccc(/C=N/N2CCN(Cc3ccc(C)cc3C)CC2)c(O)c1	0%	29%	-21%
CCCOc1ccc(C(CC(=O)O)NC(=O)c2ccc3c(c2)OCO3)cc1 (centres undefined)	-2%	2%	-2%
C/C(N=Nc1nc2ccccc2s1)=N\Nc1ccccc1O	6%	1%	2.6µM*
Cn1cnc2cc(NCc3cccs3)ccc21	3%	-13%	-22%
Cc1ccc(C)c2[nH]c(=O)c(CCNC(=O)c3ccco3)cc12	2%	-6%	-6%

Following part:
SMILES	TDP1 inh	GCN5L2 inh	TDP1 cell noCPT
COc1ccccc1N1CCN(C(=O)c2ccc3nc(-c4ccco4)c(-c4ccco4)nc3c2)CC1	7%	?	21µM*
Cc1ccccc1NP(=O)(c1ccccc1)c1nc2ccccc2s1 (centres undefined)	5%	-11%	?
CC(C)c1ccc(S(=O)(=O)/N=C2/C=CC(=O)c3ccccc32)cc1	10%	-7%	/
N=c1oc2cc(O)ccc2cc1C(=O)Nc1ccc(Cl)cc1	/	-21%	8%
CC(=O)c1ccc(N2CCN(C(=O)c3ccc(OCc4c(C)noc4C)cc3)CC2)cc1	4%	-2%	?
CCOC(=O)N/N=C/c1ccc(C)o1	0%	4%	1%
Cc1noc(C)c1-c1nc(N2CCOCC2)c2ccccc2n1	-4%[56.1 µM]	-14%	-7%
COc1ccc(CCN(C)C(=O)C2CCCN(C3CCN(Cc4ccccc4)CC3)C2)cc1OC (centres undefined)	5%	-1%	-28%
COc1ccc(Cl)cc1NC(=O)c1cnccn1	1%	-3%	-27%
Cc1nn(CC(=O)O)c(C)c1C	3%	6%	-8%
Cc1ccc(SCC(=O)OCC(=O)NC(C)c2ccc(Br)cc2)cc1 (centres undefined)	1%	-15%	-6%
CC(=O)c1ccc(NC(=S)N2CC(C)CC(C)C2)cc1 (centres undefined)	3%	0%	-26%
CCN(CC)c1ccc(/C=C2\C(=O)c3ccc(C(=O)O)cc3C2=O)cc1	-5%	-17%	-1%
Cc1cccc(CCNC(=O)c2sc3nc4n(c(=O)c3c2C)CCCC4)c1	6%	-1%	?
O=C(c1ccco1)N1CCN(C(=O)c2cc(=O)[nH]c3ccccc23)CC1	0%[56.1 µM]	-7%	-2%
COC(=O)c1ccc(-n2nnnc2SCC(=O)Nc2ccccc2OC)cc1	0%	-5%	?
COc1ccccc1CCNC(=O)c1ccc(NC(=O)CC2SC(N3CCCC3)=NC2=O)cc1 (centres undefined)	/	2%	-25%
NCC(=O)NCC(=O)OCc1ccccc1	3%	-1%	15%
Cc1cc(C)n(-c2cc(N3CCN(S(=O)(=O)c4ccc5ccccc5c4)CC3)ccc2[N+](=O)[O-])n1	4%	-11%	9.2µM*
CC(=O)Nc1nc2c(s1)C(=O)NCCC2	-4%	7%	1%
CC1(C)CC(=O)C(N=Nc2c(Cl)cc(Cl)cc2Cl)=C(O)C1	5%	1%	?
Cc1ccc(SCCNC(=O)CN(c2ccc3c(c2)OCO3)S(C)(=O)=O)cc1	3%	3%	?
CN(C)CCC(=O)c1ccc(Cl)cc1	-2%	5%	4.6µM*
CCOC(=O)c1cc(CC)sc1NC(=O)CN1C(=O)C(=O)N(CC(C)C)C1=O	-8%	-9%	-26%
CN(CC(=O)Nc1ccccc1C(F)(F)F)C(=O)COc1ncnc2ccccc12	5%	-5%	10%
